# High-throughput results from PubChem.
# UPR CHOP act: apoptotic UPR (CHOP) activation; CHO-CHOP luciferase reporter, luminescence; percent of tunicamycin response over DMSO baseline; activation, % at 10 µM; 330,000 compounds, 0.34% hits;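 active = at 10 µM dose, activation of 40% or more, normalized to positive control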;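 note: 100% = tunicamycin at 10 µg/mL and 0% = DMSO alone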
#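 System: CHO CHOP reporter cells. Amount: 500 cells per well. Buffer or medium: F12 medium, 10% FBS. Compound dosing: one dose, 10 µM in 0.5% DMSO. Incubation: 6 h compound exposure at 37 °C after overnight seeding. Technique: Steady-Glo luciferase luminescence. Benchmarks: tunicamycin and DMSO controls.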
# Mdm2-MdmX inh: disrupts the human Mdm2-MdmX interaction | SaOS-2 split-luciferase Mdm2/MdmX complementation, luminescence | 330,000 compounds, 3% hits | inhibition, % at 8 µM | O15151+Q00987;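 active = inhibition of at least 50% at 8 µM in the primary screen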
# Target sequence (O15151 whole entry, looked up): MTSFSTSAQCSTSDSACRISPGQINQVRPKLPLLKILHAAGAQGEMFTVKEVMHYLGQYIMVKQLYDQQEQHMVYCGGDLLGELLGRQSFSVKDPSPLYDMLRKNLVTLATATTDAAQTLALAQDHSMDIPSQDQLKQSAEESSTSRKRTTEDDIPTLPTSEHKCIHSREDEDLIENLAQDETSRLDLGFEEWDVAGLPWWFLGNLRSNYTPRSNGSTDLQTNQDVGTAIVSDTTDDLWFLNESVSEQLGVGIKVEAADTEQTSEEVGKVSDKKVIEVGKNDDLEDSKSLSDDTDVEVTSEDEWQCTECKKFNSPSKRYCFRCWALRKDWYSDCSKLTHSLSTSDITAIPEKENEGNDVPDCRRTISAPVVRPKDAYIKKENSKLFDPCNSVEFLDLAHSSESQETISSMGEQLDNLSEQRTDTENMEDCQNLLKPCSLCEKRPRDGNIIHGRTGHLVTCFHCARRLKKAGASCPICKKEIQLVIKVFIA
# Target sequence (Q00987 whole entry, looked up): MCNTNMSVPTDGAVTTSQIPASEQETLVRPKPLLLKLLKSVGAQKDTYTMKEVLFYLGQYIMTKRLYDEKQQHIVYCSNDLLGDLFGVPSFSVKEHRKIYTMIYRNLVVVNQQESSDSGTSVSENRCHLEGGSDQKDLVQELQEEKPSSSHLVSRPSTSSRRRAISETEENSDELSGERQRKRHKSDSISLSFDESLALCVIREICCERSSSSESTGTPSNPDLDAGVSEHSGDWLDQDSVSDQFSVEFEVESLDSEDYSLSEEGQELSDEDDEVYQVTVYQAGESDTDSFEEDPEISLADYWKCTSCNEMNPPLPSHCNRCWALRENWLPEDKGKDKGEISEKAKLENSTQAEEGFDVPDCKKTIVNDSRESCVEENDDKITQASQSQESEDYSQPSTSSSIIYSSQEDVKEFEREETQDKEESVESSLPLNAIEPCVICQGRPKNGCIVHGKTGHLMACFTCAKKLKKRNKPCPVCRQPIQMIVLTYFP
# TIM10 inh: growth inhibitors of TIM10 yeast strain. 330,000 compounds, 1.4% hits. inhibition, % at 10 µM. AID 463195. S. cerevisiae TIM10 strain growth, BacTiter-Glo luminescence, 24 h;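 active = inhibition of 40% or more at the single tested concentration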;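 note: wild-type TIM10 isogenic control strain grown at permissive 25 °C; 0% = DMSO yeast wells and 100% = minimal medium wells without yeast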
# tim10-1 inh: growth inhibitors of tim10-1 mutant yeast; S. cerevisiae tim10-1 ts strain growth, BacTiter-Glo, 24 h; inhibition, % at 20 µM; 330,000 compounds, 2.2% hits;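 active = inhibition of at least 40%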;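 note: mutant grown at 25 °C; 0% = DMSO wells with yeast and 100% = wells holding no yeast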
# 697 NFkB inh: lowers PMA/ionomycin-induced NF-kB signal in 697 B cells | 697 B-cell NF-kB luciferase reporter, 16 h | inhibition, % at 4 µM | AID 435022 | 330,000 compounds, 0.33% hits; in the data active = inhibition above about 35%
# UPR XBP1 act: adaptive UPR (XBP1) activation | CHO-XBP1 luciferase reporter, IRE1-XBP1 UPR activation, luminescence; percent of tunicamycin response, DMSO as zero | 330,000 compounds, 0.33% hits | activation, % at 20 µM;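 active = versus positive control, 20 µM dose yields 30% or more activation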;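 note: 100% = tunicamycin at 10 µg/mL and 0% = DMSO only wells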
#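 Material: CHO-XBP1 cells stably carrying IRE1-XBP1-driven luciferase reporter / Amount: 1000 cells per well / Compound: 20 µM, 1% DMSO / Times: 6 h treatment, 37 °C / Detection: luciferase luminescence / Measure: % activation of reporter signal versus tunicamycin and DMSO controls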
# Jurkat NFkB inh: lowers PMA/ionomycin-induced NF-kB signal in Jurkat cells; PMA/ionomycin-induced NF-kB luciferase reporter, luminescence; inhibition, % at 4 µM; 330,000 compounds, 0.53% hits; in the data active = inhibition above about 50%
# tim23-1 inh: growth inhibitors of tim23-1 mutant yeast | inhibition, % at 20 µM | S. cerevisiae tim23-1 growth, BacTiter-Glo luminescence, 24 h | 330,000 compounds, 1.3% hits | AID 463212;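 active = growth inhibition of the mutant yeast at or above 50%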;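 note: temperature-sensitive mutant grown at 25 °C; plate controls were DMSO-treated mutant yeast for no effect and medium wells lacking yeast for full effect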
# The depositor's hits bear a star.
# A first look (5 entries):
SMILES,UPR CHOP act,Mdm2-MdmX inh,TIM10 inh,tim10-1 inh,697 NFkB inh,UPR XBP1 act,Jurkat NFkB inh,tim23-1 inh
COc1ccccc1-n1c(C)nnc1SCC(N)=O,-0.9,3,-16,14,-22,-3,3,-1
O=[N+]([O-])c1cc(C(F)(F)F)ccc1N1CCCC(O)C1 (centres undefined),0.0,-23,-2,6,-9,-1,8,21
Cc1cc(-c2nn(-c3ccccc3)cc2/C=C2\SC(N)=NC2=O)ccc1OC(C)C,5.6,26,6,17,-10,5,-1,29
O=C(CCc1nc2ccccc2c(=O)[nH]1)NNC(=O)COc1ccc(Br)cc1,-0.5,17,0,-4,18,-2,-3,-16
CC(=O)Nc1c(O)nc(SCC(=O)Nc2ccc(C(C)=O)cc2)[nH]c1=O,5.9,-22,9,18,-30,4,-40,3

# The listing, repeating the preview:
SMILES,UPR CHOP act,Mdm2-MdmX inh,TIM10 inh,tim10-1 inh,697 NFkB inh,UPR XBP1 act,Jurkat NFkB inh,tim23-1 inh
COc1ccccc1-n1c(C)nnc1SCC(N)=O,-0.9,3,-16,14,-22,-3,3,-1
O=[N+]([O-])c1cc(C(F)(F)F)ccc1N1CCCC(O)C1 (centres undefined),0.0,-23,-2,6,-9,-1,8,21
Cc1cc(-c2nn(-c3ccccc3)cc2/C=C2\SC(N)=NC2=O)ccc1OC(C)C,5.6,26,6,17,-10,5,-1,29
O=C(CCc1nc2ccccc2c(=O)[nH]1)NNC(=O)COc1ccc(Br)cc1,-0.5,17,0,-4,18,-2,-3,-16
CC(=O)Nc1c(O)nc(SCC(=O)Nc2ccc(C(C)=O)cc2)[nH]c1=O,5.9,-22,9,18,-30,4,-40,3
Cc1nc(-c2cc(C#N)c(Sc3cccc(C(F)(F)F)c3)nc2C)cs1,1.2,-13,16,15,-16,5,1,11
O=C(Nc1c(F)cc(F)cc1Br)c1cc(-c2ccco2)on1,2.5,7,-9,-8,2,1,-19,11
CN(Cc1ccccc1)C(=O)CSc1nc2ccccc2c(=O)n1Cc1ccco1,-1.9,30,19,-21,-118,-3,-10,47
Cc1cc(C)n2nc(C(=O)N/N=C/c3ccc(Cl)cc3)nc2n1,1.9,18,-14,-11,20,1,9,6
CC(C)(C)c1ccc(-n2ncc3c2CCCC3NC(=O)c2ccncc2)cc1 (centres undefined),3.8,38,9,9,-19,-4,32,11
CCn1cc(C(=O)N2CCc3ccccc32)c(=O)c2cc(S(=O)(=O)N3CCCCCC3)ccc21,-1.5,9,6,-17,-37,-2,3,-3
COc1cc(CN2CCN(Cc3ccc(C(F)(F)F)cc3)CC2)cc(OC)c1OC,-0.8,23,-4,1,-70,-2,25,11
O=C(CCC1CCN(Cc2ccc(Cl)cc2)CC1)NC1CC1,0.0,5,-5,-21,-9,-5,-9,-13
COc1cc(-c2nc3ccccn3c2/N=C/c2cc(OC)c(O)cc2Cl)ccc1O,0.1,31,18,29,20,1,-12,29
O=c1c2nnn(Cc3ccccc3)c2ncn1-c1ccccc1,-2.0,-6,23,15,-9,-1,-13,-4
CCOC(=O)C1=C(C)N(c2ccc(C)cc2)C(=O)/C1=C\c1cccs1,-0.6,-11,35,27,11,-1,-6,10
O=C(NNC(=O)c1ccc(NC(=O)C2CC2)cc1)c1ccc(F)cc1,-2.3,15,-4,8,7,-2,2,4
Cc1ccc(C)c(NC(=O)NC2CCCCCCC2)c1,1.1,11,4,1,22,-3,7,-4
O=C(CCCN1C(=O)C(c2ccccc2)Oc2cccnc21)NCc1ccccc1Cl (centres undefined),-1.0,4,5,7,4,-1,-10,10
OC(CN1C2=NCCCN2c2ccccc21)c1ccc2c(c1)OCO2 (centres undefined),0.2,-26,-8,-1,4,1,-5,4
CCn1c(COc2ccc(C)cc2)nnc1SCC(=O)Nc1ccc2c(c1)OCCO2,-3.2,-13,-3,13,-17,-3,-10,20
Cc1cc(C)c2nc(N(CCCN(C)C)C(=O)C3=COCCO3)sc2c1,2.9,42,18,21,5,5,8,14
CC(C)c1ccc(CNC(=O)C(=O)NCCCn2ccnc2)cc1,2.1,-10,-12,5,24,0,3,1
COC(=O)c1c(NC(=O)c2ccccc2)sc2c1CC(C)(C)NC2(C)C,1.4,42,-2,31,4,3,12,22
CCCCn1c(N)c(N(CCC(C)C)C(=O)c2ccc(COc3ccccc3)o2)c(=O)[nH]c1=O,0.1,13,13,9,-5,4,-11,9
Cc1ccccc1C(=O)NNC(=O)CCC(=O)Nc1cccc(Cl)c1C,3.7,-21,-6,7,-25,-2,3,4
COc1ccc(Oc2c(C)nc(SCC(=O)c3ccc(Cl)cc3)[nH]c2=O)cc1,-0.4,2,12,1,23,0,4,9
O=C(Nc1ccc2c(c1)CCC2)C1CCN(c2c3c(nc4ncnn24)CCC3)CC1,-1.5,42,18,10,21,-1,38,16
Cc1ccc(C(=O)Nc2ccccc2N2CCN(C(=O)C(C)C)CC2)cc1,-1.7,-3,27,30,-15,-2,10,33
Cn1c(N)c(S(=O)(=O)NCc2ccccc2Cl)c(=O)n(C)c1=O,0.5,-1,-5,12,8,0,-4,11
CCCCC(=O)N1CCN(c2ccc(OC)cc2[N+](=O)[O-])CC1,4.2,-25,8,17,11,0,-22,20
C=CCn1c(N/N=C/c2ccc(O)cc2)nc2ccccc2c1=O,6.5,31,45*,38,-22,10,-38,43
COc1ccccc1NC(=S)N/N=C/c1cccc(C)c1,-0.5,-7,32,33,-81,-1,14,20
CN1CCN(/C(=N\O)c2nonc2N)CC1,-0.1,13,11,22,-13,0,-23,17
COc1ccc(-c2cc(=O)[nH]c(=O)[nH]2)cc1,-2.7,-9,8,11,6,-2,-11,3
COc1ccc(C(=O)NCCn2ccc3ccccc32)cc1,1.8,-66,3,-11,-94,-2,-76,26
CC(=O)Nc1nnc(SCC(=O)NCCOc2ccccc2)s1,-2.4,10,-14,12,33,1,-6,13
O=C(CSc1ncccc1-c1nc2ccccc2[nH]1)N1CCc2ccccc21,4.6,33,8,25,-49,-2,-39,3
CC(C)CN1C(=O)c2ccc(NC(=O)c3ccco3)cc2C1=O,1.5,13,31,10,-24,1,-9,52*
COc1cccc(NC(=O)CC2COc3ccccc3O2)c1 (centres undefined),1.3,-40,20,36,-2,1,-1,3
CCCCn1c(N)c(N(CC)C(=O)Cc2ccc(S(=O)(=O)N3CCOCC3)s2)c(=O)[nH]c1=O,-0.6,1,1,10,10,-2,-5,12
CCCCC(=O)N=c1sc2cc(S(C)(=O)=O)ccc2n1C,10,-21,5,5,-10,1,6,0
CSC1=NCCN1C(=O)c1ccc(S(=O)(=O)N2CCCC2)cc1,0.9,8,-1,-7,9,-1,10,-15
CCC(C)NC(=O)CCNS(=O)(=O)c1ccc(Br)cc1 (centres undefined),-1.9,-12,7,-5,-17,-1,-5,23
C=CCn1c(SCC(=O)C23CC4CC(CC(C4)C2)C3)nc(O)cc1=O,-1.0,8,-10,-10,-10,-2,-5,-12
Cc1cc(=O)n(CCCO)c(O)c1C#N,1.4,-1,-4,-2,-4,-2,0,17
Cc1cnc(NC(=O)CCCNC(=O)c2ccc(Cl)cc2)s1,2.4,-60,12,4,-51,1,-26,11
CC1=C(C(=O)Nc2ccccc2)C(c2cccc([N+](=O)[O-])c2)Nc2nc3ccccc3n21 (centres undefined),0.5,22,13,-3,2,-2,-5,7
COc1ccc(C(=O)c2ccc(OC)c3cccc(O)c23)cc1OC,-3.3,3,44*,31,10,-1,4,36
COc1ccccc1-c1ccc(Nc2ccc(C(=O)N3CCOCC3)cc2)nn1,-1.5,1,-3,-8,5,-1,-8,-1
CC(C)(C)c1ccc2c(c1)C(=O)c1ccccc1C2=O,1.5,-106,17,29,-358,0,-206,7
C[C@@H]1CC[C@]2(O[C@@H](CCO)C[C@@H](O)[C@@H]2O)O1,-0.5,1,7,6,21,2,9,-3
CCOP(=O)(/C(C#N)=C(\C)O)c1ccccc1 (centres undefined),4.4,-6,-6,2,6,1,10,9
CNC(=S)N(Cc1ccc(OC)cc1)Cc1cc2ccc(C)cc2[nH]c1=O,-0.1,3,-7,-6,5,1,-2,-12
CC(C)CNC(=O)C(=O)NNC(=O)C1CCCCC1,-0.6,-12,4,6,14,0,-1,5
Cc1onc(-c2ccccc2)c1C(=O)Nc1cccc(C#N)c1,0.1,5,16,33,7,-3,2,20
O=C1NC(=O)C(=O)N1,-2.5,9,-2,-11,7,-5,19,-17
CCOc1ccc(N2C(=O)CC(NCCc3c[nH]c4ccccc34)C2=O)cc1 (centres undefined),-3.7,4,12,38,6,-1,-7,28
Cn1c(C(=O)OCC(=O)NCCc2ccccc2)cc2sccc21,2.2,-27,18,4,17,1,11,24
CCCCN(C(=O)CNC(=O)c1ccco1)C(C(=O)NC1CCCCC1)c1cccnc1 (centres undefined),-1.6,5,13,-23,8,3,-1,4

# Further structures follow.
SMILES,UPR CHOP act,Mdm2-MdmX inh,TIM10 inh,tim10-1 inh,697 NFkB inh,UPR XBP1 act,Jurkat NFkB inh,tim23-1 inh
Cc1cc(C(=O)OCC(=O)Nc2ccccc2C(F)(F)F)on1,0.0,5,-9,7,12,-1,11,10
CCOC(=O)c1ccccc1NC(=O)COC(=O)CCNS(=O)(=O)c1ccccc1,0.7,2,10,10,-11,0,7,26
CC1(c2ccc(OC(F)F)cc2)NC(=O)N(CC(=O)Nc2ccc(S(N)(=O)=O)cc2)C1=O (centres undefined),1.1,38,0,-10,25,-2,-3,-7
Cc1n[nH]c(=O)n1-c1ccc(Oc2ccccc2)cc1,1.8,-1,2,5,3,1,-10,11
COc1ccc(-c2nc3ccccc3c(C(=O)Nc3ccc(S(=O)(=O)Nc4cc(C)on4)cc3)c2C)cc1,0.1,76*,3,-1,-21,-4,13,1

# Part of the list above, reformatted.
Molecule	UPR CHOP act	Mdm2-MdmX inh	TIM10 inh	tim10-1 inh	697 NFkB inh	UPR XBP1 act	Jurkat NFkB inh	tim23-1 inh
CC1(c2ccc(OC(F)F)cc2)NC(=O)N(CC(=O)Nc2ccc(S(N)(=O)=O)cc2)C1=O (centres undefined)	1.1	38	0	-10	25	-2	-3	-7
Cc1cc(C(=O)OCC(=O)Nc2ccccc2C(F)(F)F)on1	0.0	5	-9	7	12	-1	11	10
Cc1n[nH]c(=O)n1-c1ccc(Oc2ccccc2)cc1	1.8	-1	2	5	3	1	-10	11
COc1ccc(-c2nc3ccccc3c(C(=O)Nc3ccc(S(=O)(=O)Nc4cc(C)on4)cc3)c2C)cc1	0.1	76*	3	-1	-21	-4	13	1
